CHO-K1 Ca antag: M1 antagonist counterscreen hit in parental CHO-K1 cells | ATP-induced calcium, Fluo-8 fluorescence | inhibition, % at 3 µM | actives 0.6% (n = 360,000) | AID 602250;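 active = inhibition above a per-plate cutoff, the plate's mean sample inhibition plus 3 SD, cut at about 24% in these data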;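 note: 0% = DMSO plus EC80 ATP and 100% = DMSO alone without ATP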
CHO parental Ca: ATP-evoked calcium signal inhibitors, parental CHO, primary screen, counter-screen for OX1R antagonist project, cell-based, fluorescence, Fluo-8 calcium dye; parental CHO-K1, ATP-induced calcium, Fluo-8 fluorescence; inhibition, % at 5.6 µM; actives 0.63% (n = 330,000);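 active = inhibition above that plate's mean sample inhibition plus 3 SD, cut at about 26% in these data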;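 note: 0% = ATP-challenged DMSO wells and 100% = DMSO wells without ATP; some compounds past the cut are filed as inactive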
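test system = CHO parental line | reagent = ATP stimulus | measured by = intracellular calcium via Fluo-8 no-wash fluorescent dye | control set = ATP and no-ATP DMSO wells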
V1R ag counter: agonists of human V1a receptor, primary screen, counter-screen for OXTR agonist project, fluorescence, CHO-V1R cells | Vasopressin V1a receptor (Homo sapiens), P37288 | Fluo-8 calcium fluorescence, agonist mode; 0% DMSO, 100% 3 nM vasopressin | activation, % at 3 µM | actives 0.25% (n = 320,000);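 active = activation above the mean activation of all tested compounds plus 3 SD, per screening run, cut at about 20% in these data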;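 note: signal is peak over basal fluorescence ratio across a 100 second FLIPR read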
CHO-K1 Ca ag: counter-screen for M1 agonists: effect in parental CHO-K1 cells; AID 602248, 2012; Fluo-8 calcium fluorescence; scaled to maximal ATP response, vehicle zero; activation, % at 3 µM; actives 0.48% (n = 360,000); in the data active = activation above about 15%;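 note: untransfected CHO-K1 host cells lacking M1 receptor as counterscreen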
OXTR potentiator: human OXTR potentiators, primary screen, fluorescence, CHO-OTR cells, Fluo-8 calcium; Oxytocin receptor (Homo sapiens), P30559; activation, % at 3 µM; Fluo-8 calcium fluorescence, potentiator mode; 0% = oxytocin EC15, 100% = EC100; AID 2445, 2010; actives 0.061% (n = 320,000);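 active = activation above that plate's cutoff, the mean activation of tested compounds plus 3 SD, cut at about 6.6% in these data, passing the limit was not always enough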;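 note: 100% uses oxytocin at 75 nM as the full agonist control; some results filed as inactive read as strong as hits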
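Assay system: CHO cell line stably expressing human OTR. Reagent: EC15 oxytocin agonist. Dosing: single dose, 3.0 µM nominal final compound concentration. Timing: compound 6 min at room temperature before oxytocin, 100 s read. Signal: kinetic Fluo-8 calcium fluorescence. Controls: oxytocin EC15 low and EC100 high.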
TAAR1 antagonist: human TAAR1 antagonists, primary screen, Fluo-8 calcium fluorescence, CHO RD-HGA16 cells; antagonist; inhibition, % at 3 µM; actives 1.5% (n = 360,000); AID 624466, 2012;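 active = inhibition above a per-plate cutoff, the mean inhibition of test compounds on that plate plus 3 SD, cut at about 49% in these data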;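 note: 0% = DMSO plus EC80 beta-PEA response and 100% = DMSO alone without agonist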
Target sequence (Q96RJ0 whole entry, looked up): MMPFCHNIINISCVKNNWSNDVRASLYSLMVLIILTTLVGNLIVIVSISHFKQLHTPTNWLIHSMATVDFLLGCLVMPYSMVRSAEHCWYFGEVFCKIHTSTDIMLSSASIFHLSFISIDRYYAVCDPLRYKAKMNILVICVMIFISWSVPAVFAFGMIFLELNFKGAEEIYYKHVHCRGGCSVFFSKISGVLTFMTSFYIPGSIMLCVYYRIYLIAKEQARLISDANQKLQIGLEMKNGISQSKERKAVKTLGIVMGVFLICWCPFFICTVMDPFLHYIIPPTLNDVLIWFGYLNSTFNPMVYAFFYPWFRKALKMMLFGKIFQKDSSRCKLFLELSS
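Test system – hTAAR1-expressing CHO RD-HGA16 cells, Gα16-coupled · Also added – β-PEA at EC80 concentration, post-compound challenge · Compound – 3 µM, single point · Incubation – dye loading 75 min at 37 °C, then 30 min room temperature · Measured by – Fluo-8 intracellular calcium dye fluorescence, real-time kinetic reads · Benchmarks – vehicle and agonist controls · Replicates – singlicate, one well per test compound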
M1 PAM parental: nonselective calcium activators in parental CHO-K1 cells, primary screen, counter-screen for M1 PAM project, cell-based, Fluo-8 calcium fluorescence, full deck, 1536-well; actives 0.02% (n = 360,000); ATP EC20; 0% at ATP EC20, 100% at ATP max; activation, % at 3 µM; AID 602247, 2012;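 active = activation above the run cutoff, the mean activation of all test compounds plus 3 SD, cut at about 40% in these data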;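 note: peak over basal fluorescence ratio in a 140 s read after ATP addition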
OXTR ag: human OXTR agonists, primary screen, fluorescence, CHO-OTR cells, Fluo-8 calcium. actives 0.32% (n = 320,000). Fluo-8 calcium fluorescence; normalized: DMSO 0%, oxytocin 100%. activation, % at 3 µM;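 active = activation above the mean of all tested compounds plus 3 SD, cutoff set per screening run, cut at about 20% in these data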;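 note: peak over basal fluorescence ratio from a 100 s FLIPR kinetic read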
GPR7 antag: GPR7 receptor antagonists, primary screen, cell-based, fluorescence, single concentration. inhibition, % at 4.4 µM. GPR7-expressing cells, fluorescence antagonist assay. actives 1.1% (n = 290,000); in the data active = inhibition above about 16%, passing the limit was not always enough;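 note: cells stimulated with the agonist NPW; 0% = agonist with vehicle and 100% = vehicle without agonist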
Target sequence (P48145 whole entry, looked up): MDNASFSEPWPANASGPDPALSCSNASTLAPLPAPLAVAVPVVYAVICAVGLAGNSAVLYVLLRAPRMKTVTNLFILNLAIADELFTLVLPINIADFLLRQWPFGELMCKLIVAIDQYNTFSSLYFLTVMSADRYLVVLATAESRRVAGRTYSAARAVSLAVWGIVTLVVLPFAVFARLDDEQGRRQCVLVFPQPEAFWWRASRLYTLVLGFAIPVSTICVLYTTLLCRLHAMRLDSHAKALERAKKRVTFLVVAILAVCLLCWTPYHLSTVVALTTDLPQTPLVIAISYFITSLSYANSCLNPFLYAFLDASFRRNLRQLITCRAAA
An asterisk follows results filed as active; . = not tested or not shown.

item	SMILES	CHO-K1 Ca antag	CHO parental Ca	V1R ag counter	CHO-K1 Ca ag	OXTR potentiator
1	Nc1ccccc1C(O)(Cc1ccccc1)c1ccccc1 (stereo not drawn)	-25	-25	-1.6	-1.2	-6
2	COc1ccc(CNC(=O)C2(CC(=O)NC(C)(C)C)CCCC2)cc1	-8	-11	-0.6	1.2	-13
3	O=C(N/N=C/c1ccncc1)c1cccc(NC(=O)c2ccc(Cl)cc2)c1	12	-1	-0.2	1.5	-9
4	COC(=O)c1ccc(COC(=O)C(NC(=O)Cc2ccccc2)C(C)C)cc1 (stereo not drawn)	1	.	.	1.5	.
5	CN(CC(=O)Nc1ccc(Cl)cc1)C(=O)CCc1ccccc1	2	-23	1.8	1.6	-7
6	Cc1ccc(S(=O)(=O)NC(=O)CSc2nc3ccccc3s2)cc1	8	-6	-0.9	-0.1	-3
7	Nc1ccccc1-c1nc2ccccc2[nH]1	-8	-5	-0.3	0.2	-1
8	C=CCNC(C(=O)Nc1cccc(OC)c1)c1ccccc1 (stereo not drawn)	-6	-15	5.8	0.6	-14
9	NC(=O)c1nsc(C(=O)N(Cc2ccc(F)cc2)C(C(=O)NC2CCCC2)c2ccco2)c1N (stereo not drawn)	-10	-18	-0.1	0.1	-5
10	Cc1cc(C)nc(N2N=C(C(C)(C)C)CC2=O)n1	-15	-10	0.1	0.0	-3
11	CCOc1ccc(-n2c(-c3ccc(Br)cc3)c[n+]3c2CCCCC3)cc1	2	-3	-1.1	0.5	-6
12	O=C(CN(C(=O)CNS(=O)(=O)c1ccccc1)c1ccc(F)cc1)NCc1ccco1	-12	-12	1.9	0.5	-6
13	Cc1nc(NC(=O)COC(=O)CCS(=O)(=O)c2ccccc2Cl)c(Cl)cc1Cl	-6	-13	0.0	3.7	-6
14	Cn1ccc(NC(=O)Nc2ccc(Cl)cc2Cl)n1	-5	-10	-0.4	0.4	-2
15	C/C(=N\OCC(=O)N/N=C/c1ccccc1)c1cccs1	13	-10	0.8	0.2	-5

item	TAAR1 antagonist	M1 PAM parental	OXTR ag	GPR7 antag
1	-5	16	-2.5	-7
2	-18	-4	-1.6	-2
3	25	8	-0.7	-8
4	-23	-6	.	.
5	5	4	2.4	-5
6	3	14	-1.6	-1
7	-4	21	-0.7	-17
8	-4	19	0.0	-16
9	17	1	0.5	7
10	-1	-5	-1.4	-5
11	2	3	-1.0	29*
12	-3	-5	1.8	-13
13	0	14	-0.4	0
14	8	19	-1.3	-14
15	1	-10	0.4	0

Ordered by molar mass (smallest number first): part of the list above.
item	SMILES	CHO-K1 Ca antag	CHO parental Ca	V1R ag counter	CHO-K1 Ca ag	OXTR potentiator
5	CN(CC(=O)Nc1ccc(Cl)cc1)C(=O)CCc1ccccc1	2	-23	1.8	1.6	-7
2	COc1ccc(CNC(=O)C2(CC(=O)NC(C)(C)C)CCCC2)cc1	-8	-11	-0.6	1.2	-13
3	O=C(N/N=C/c1ccncc1)c1cccc(NC(=O)c2ccc(Cl)cc2)c1	12	-1	-0.2	1.5	-9
11	CCOc1ccc(-n2c(-c3ccc(Br)cc3)c[n+]3c2CCCCC3)cc1	2	-3	-1.1	0.5	-6

item	TAAR1 antagonist	M1 PAM parental	OXTR ag	GPR7 antag
5	5	4	2.4	-5
2	-18	-4	-1.6	-2
3	25	8	-0.7	-8
11	2	3	-1.0	29*

Following part:
item	SMILES	CHO-K1 Ca antag	CHO parental Ca	V1R ag counter	CHO-K1 Ca ag	OXTR potentiator
16	CCC(=O)N1CCc2cc(Br)cc(S(=O)(=O)N3CCC(C(=O)NC(C)(C)C)CC3)c21	5	0	0.1	0.2	3
17	O=C(CSCc1cccc(Br)c1)N/N=C/c1ccc2c(c1)OCO2	-14	16	2.8	1.8	-19
18	COc1ccc(C(=O)N2CCCc3ccccc32)cc1OC	-13	.	.	0.2	.
19	O=C(Nc1nc2nc(-c3ccccc3)cc(=O)n2[nH]1)c1ccccc1	-12	-16	0.8	0.2	-6
20	Cc1ccc(C)c(C(C)NC(=O)C2CCCC2)c1 (stereo not drawn)	-13	-10	0.6	0.4	-6
21	Cc1ccc(NC(=O)CSc2nncs2)cc1Cl	-10	-10	1.1	0.6	-4
22	Cn1c(-c2cccc3ccccc23)n[nH]c1=S	-8	-4	14	1.0	-6
23	O=C(c1ccc(C(F)(F)F)cc1)N1CCC(=O)N(C(COCc2ccccc2)Cc2ccccc2)CC1 (stereo not drawn)	-1	-37	3.6	-0.4	-5
24	COc1cc(NC(=S)N2CCC(C(O)(c3ccccc3)c3ccccc3)CC2)cc(OC)c1	2	-7	0.1	0.6	-2
25	C=CCSc1nc2sc3c(c2c(=O)n1CC)CCC3	-13	-15	-0.4	0.5	-12
26	CN(C)S(=O)(=O)c1ccc(Cl)c(NC(=O)c2ccncc2)c1	-7	1	0.9	1.3	3
27	CCC1=C(OC(=O)N(CC)CC)N2C(=O)OC(=NCC3CC3)[C@]2(C)[C@H]2C1=CC[C@H]1C(=O)NC(=O)[C@H]12	-2	-10	0.9	0.2	-8
28	COc1cccc(CNC(=O)CSc2nc3ccc(C)cc3[nH]2)c1	-11	-17	1.9	0.6	-6
29	Cc1ccc(S(=O)(=O)c2cc(Nc3ccccc3)ccc2O)cc1	-17	10	0.6	-0.3	-18
30	O=C(COC(=O)Cc1ccsc1)NCC12CC3CC(CC(C3)C1)C2	-4	4	-0.8	0.5	-3

item	TAAR1 antagonist	M1 PAM parental	OXTR ag	GPR7 antag
16	-9	5	-0.1	-12
17	2	11	3.9	7
18	-20	11	.	-4
19	-20	22	0.1	-3
20	-15	23	-0.7	-7
21	-4	-1	2.4	.
22	1	18	0.2	-11
23	33	-11	-1.9	-8
24	-2	5	-0.7	1
25	-35	10	-2.1	-18
26	-16	15	-0.1	-5
27	-4	8	-0.1	.
28	-10	14	-0.9	1
29	-3	20	-0.3	.
30	4	16	-1.6	7

(cont.)
item	SMILES	CHO-K1 Ca antag	CHO parental Ca	V1R ag counter	CHO-K1 Ca ag	OXTR potentiator
31	CC(C)(C)NC(=O)Cn1nc(C(F)(F)F)c2c1CCCC2	-13	2	-0.8	0.5	-4
32	CCOc1ccc(/C=N/NC(=O)c2ccccc2Cl)cc1CN1CC2CC(C1)c1cccc(=O)n1C2 (stereo not drawn)	-11	-30	-1.5	-0.3	-4
33	O=C(NCc1cccnc1)c1ccc(COc2ccccc2Cl)cc1	-7	3	8.0	7.3	-15
34	O=S(=O)(c1cccc(Br)c1)N1CCN(c2ncnc3scc(-c4ccccc4)c23)CC1	-7	.	.	0.0	.
35	COc1ccc2[nH]c3c(c2c1)CCN1C(=O)N([C@@H](C)C(=O)NC2CCCC2)C(=O)[C@]31C	0	-13	1.4	1.1	-5
36	O=C(NNc1ccc([N+](=O)[O-])cc1)C1CC2CCCC(C1)C2=O (stereo not drawn)	-8	-8	-0.1	0.7	-10
37	CCOc1ccc2[nH]c(=O)c(CN(CCc3ccccc3)C(=O)N3CCOCC3)cc2c1	3	-5	-0.1	0.0	3
38	CCOc1ccc(CN(C)C(=O)CCc2ccc(S(=O)(=O)N3CCCCCC3)cc2)cc1	16	-11	4.5	1.2	-9
39	Cc1ccc(N(CCC#N)C(=O)COC(=O)c2ccccc2SCC(=O)N2CCCC2)cc1	-13	-6	8.4	4.1	-12
40	CC(=O)c1c(C)[nH]c(C(=O)Nc2ccc(Cl)c(S(=O)(=O)N3CCOCC3)c2)c1C	-10	-6	6.8	8.4	-13
41	Cc1csc(NC(=O)CSc2nc3sc(C)c(C)c3c(=O)[nH]2)n1	1	6	-0.4	-0.3	-18
42	COc1ccc(N(CC(=O)N2CCOCC2)S(=O)(=O)c2ccccc2)cc1Cl	-8	-8	1.1	0.1	-7
43	CC(=O)C[C@H]1c2ccccc2S(=O)(=O)N1c1ccccc1	-8	-11	-0.8	-0.9	-7
44	c1ccc(NN=C(c2ccccc2)c2cccs2)cc1	-16	.	.	0.8	.
45	FC(F)(F)c1cc(-c2ccco2)nc(N2CCN(c3ccccc3)CC2)n1	-26	-6	-0.6	0.7	2
46	COc1ccc(CN2CCOCCOCCOCCOCC2)cc1	4	-11	0.1	-0.5	9
47	O=c1c(-c2cccc(Cl)c2)c[nH]n1-c1ccccc1	-8	-12	8.4	3.5	-12
48	O=C(O)C(c1ccccc1)N1CCCC1 (stereo not drawn)	-4	-3	1.2	0.0	-10

item	TAAR1 antagonist	M1 PAM parental	OXTR ag	GPR7 antag
31	9	27	-1.0	1
32	8	4	-1.7	.
33	24	10	4.8	-15
34	-2	4	.	.
35	-4	20	2.6	17
36	-4	22	-0.1	4
37	-12	-6	-0.8	-1
38	6	-25	4.0	.
39	-1	-14	2.4	.
40	38	13	7.3	-4
41	-17	4	-0.4	-11
42	-23	4	0.2	-5
43	-3	17	-1.2	.
44	10	27	.	.
45	5	10	0.1	1
46	14	-7	1.6	-8
47	-4	1	6.8	10
48	-4	7	0.4	-1

Screening results (PubChem BioAssay)
